Screens (PubChem)
CHO-K1 Ca PAM – nonselective calcium activators in parental CHO-K1 cells, primary screen, counter-screen for M1 PAM project, cell-based, Fluo-8 calcium fluorescence, full deck, 1536-well | ATP EC20; 0% at ATP EC20, 100% at ATP max | activation, % at 3 µM | 360,000 tested, 0.02% active | AID 602247, 2012;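 active = activation above the run cutoff, the mean activation of all test compounds plus 3 SD, cut at about 40% in these data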;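 also: peak over basal fluorescence ratio in a 140 s read after ATP addition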
M5 PAM – human M5 muscarinic receptor positive allosteric modulators, primary screen, CHO-K1 cells, Fluo-8 calcium fluorescence. Muscarinic acetylcholine receptor M5 (Homo sapiens), P08912. CHO-K1 hM5, ACh EC20 PAM; 0% = ACh EC20, 100% = ACh EC100. activation, % at 3 µM. 360,000 tested, 0.3% active. AID 624038, 2012;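 active = activation above the run cutoff, the mean activation of all test compounds plus 3 SD, cut at about 18% in these data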
Target sequence (P08912 whole entry, looked up): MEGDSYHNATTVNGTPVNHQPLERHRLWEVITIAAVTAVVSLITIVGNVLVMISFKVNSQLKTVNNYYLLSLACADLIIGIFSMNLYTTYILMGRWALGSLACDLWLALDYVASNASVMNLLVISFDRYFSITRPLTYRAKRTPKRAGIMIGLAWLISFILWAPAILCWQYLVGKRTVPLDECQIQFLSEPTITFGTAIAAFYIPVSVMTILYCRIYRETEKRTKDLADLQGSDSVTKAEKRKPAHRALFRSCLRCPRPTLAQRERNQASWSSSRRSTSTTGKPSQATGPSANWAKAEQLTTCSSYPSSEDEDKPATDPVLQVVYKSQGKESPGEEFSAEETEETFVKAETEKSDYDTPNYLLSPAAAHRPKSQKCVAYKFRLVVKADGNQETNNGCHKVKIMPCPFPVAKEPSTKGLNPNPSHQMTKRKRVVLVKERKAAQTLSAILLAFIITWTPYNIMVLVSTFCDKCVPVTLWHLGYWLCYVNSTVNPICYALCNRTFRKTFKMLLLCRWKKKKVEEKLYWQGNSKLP
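system = human M5 receptor in CHO-K1 cells | compound = one concentration, 3 µM final (nominal) | schedule = Post-acetylcholine fluorescence recording 140 s | signal = Fluo-8 calcium dye fluorescence, kinetic read | benchmarks = low control EC20 acetylcholine (0%), high control EC100 acetylcholine (100%) | repeats = singlicate, one well per test compound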
CHRM5 antagonist – human M5 muscarinic receptor antagonists, primary screen, CHO cells, Fluo-8 calcium fluorescence. Muscarinic acetylcholine receptor M5 (Homo sapiens), P08912. CHO-hM5 cells, ACh EC80. inhibition, % at 3 µM. 360,000 tested, 0.59% active;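 active = inhibition above a per-plate cutoff, the mean of that plate's test compounds plus 3 SD, cut at about 27% in these data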;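 also: 0% = acetylcholine EC80 with DMSO and 100% = DMSO without agonist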
CRFR2-BP antag – antagonists of CRF-BP/CRF-R2 complex, primary screen, cell-based, HEK293, calcium dye fluorescence, uHTS; inhibition, % at 11.8 µM; 350,000 tested, 0.59% active; CRF-induced calcium fluorescence;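 active = inhibition of the ligand-induced calcium signal above about 50% at the single tested concentration, limit read from the data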
TAAR1 ag – human TAAR1 agonists, primary screen, Fluo-8 calcium fluorescence, CHO RD-HGA16 cells | Trace amine-associated receptor 1 (Homo sapiens), Q96RJ0 | vehicle wells 0%, saturating PEA agonist 100% | activation, % at 3 µM | 360,000 tested, 0.99% active | AID 624467, 2012;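 active = activation above the mean activation of all test compounds in the run plus 3 SD, cut at about 38% in these data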
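Test system: RD-HGA16 (CHO) cells co-expressing Gα16 and hTAAR1; dosing: one-point dosing at 3 µM (nominal); timing: 17-24 h seeding, 75 min 37 °C dye, 30 min RT; signal: kinetic Fluo-8 calcium fluorescence; read-out basis: % activation relative to PEA EC100 response; controls: DMSO and PEA EC100; replicates: n 1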
TAAR1 antag – human TAAR1 antagonists, primary screen, Fluo-8 calcium fluorescence, CHO RD-HGA16 cells | Trace amine-associated receptor 1 (Homo sapiens), Q96RJ0 | AID 624466, 2012 | inhibition, % at 3 µM | 360,000 tested, 1.5% active | antagonist;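 active = inhibition above a per-plate cutoff, the mean inhibition of test compounds on that plate plus 3 SD, cut at about 49% in these data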;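 also: 0% = DMSO plus EC80 beta-PEA response and 100% = DMSO alone without agonist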
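Assay system: RD-HGA16 CHO cells with stable hTAAR1 and Gα16 / Reagent: EC80 β-phenethylamine stimulus / Doses: 3 µM, single point / Timing: dye loading 75 min at 37 °C, then 30 min room temperature / Measured by: Fluo-8 intracellular calcium dye fluorescence, real-time kinetic reads / Controls: vehicle wells and EC80 agonist wells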
M4 PAM – human M4 muscarinic receptor positive allosteric modulators, primary screen, CHO-K1 cells, Fluo-8 calcium fluorescence. Muscarinic acetylcholine receptor M4 (Homo sapiens), P08173. CHO-K1 hM4/Gqi5, ACh EC20; 0% = ACh EC20, 100% = maximal ACh. activation, % at 3 µM. 360,000 tested, 0.4% active. AID 624126, 2012;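 active = activation above its plate's cutoff, the mean activation of sample wells plus 3 SD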; also: some results filed as inactive read as strong as hits
Target sequence (P08173 whole entry, looked up): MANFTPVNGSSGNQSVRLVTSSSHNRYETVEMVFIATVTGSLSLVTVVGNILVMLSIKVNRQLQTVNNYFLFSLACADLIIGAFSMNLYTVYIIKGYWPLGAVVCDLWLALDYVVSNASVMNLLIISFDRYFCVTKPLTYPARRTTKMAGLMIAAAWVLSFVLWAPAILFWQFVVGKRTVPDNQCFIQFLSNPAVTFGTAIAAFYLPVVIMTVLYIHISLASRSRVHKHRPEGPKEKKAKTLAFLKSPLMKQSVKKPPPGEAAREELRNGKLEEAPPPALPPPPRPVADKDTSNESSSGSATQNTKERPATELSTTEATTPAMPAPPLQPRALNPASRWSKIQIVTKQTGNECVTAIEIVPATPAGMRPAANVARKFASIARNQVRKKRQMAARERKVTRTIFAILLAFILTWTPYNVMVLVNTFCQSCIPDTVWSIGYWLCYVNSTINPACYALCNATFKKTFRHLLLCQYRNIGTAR
CHRM5 agonist – human M5 muscarinic receptor agonists, primary screen, CHO-K1 cells, Fluo-8 calcium fluorescence; activation, % at 3 µM; Muscarinic acetylcholine receptor M5 (Homo sapiens), P08912; 360,000 tested, 0.19% active; CHO-K1 hM5 cells; 0% DMSO wells, 100% maximal acetylcholine response;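 active = activation above the run's mean over test compounds plus 3 SD, cut at about 23% in these data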;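 also: signal is peak over basal fluorescence ratio across the kinetic read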
CRFBP-R2 agonist – agonists of CRF-BP/CRF-R2 complex, primary screen, cell-based, HEK293, calcium dye fluorescence, uHTS; CRF-binding protein / CRF receptor 2 complex (human); calcium dye fluorescence (FLIPR); percent of saturating CRF peptide response; activation, % at 13.2 µM; 350,000 tested, 0.46% active;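 active = activation of at least 50%, plus an integration ratio under a set limit after plate pattern correction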;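 also: plate controls were neutral control wells without compound for no effect and CRF at EC100 for full effect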
* = called active by the depositor; nt = not tested or not shown.

Every second line gives: CHO-K1 Ca PAM | M5 PAM | CHRM5 antagonist | CRFR2-BP antag | TAAR1 ag | TAAR1 antag | M4 PAM | CHRM5 agonist | CRFBP-R2 agonist
[1] Cc1ccc(-n2cc(CNCCCN3CCCC3=O)c(-c3ccc(F)cc3)n2)cc1
 : 30 | 11 | -11 | 6 | 5 | -44 | 8 | -3 | 1.1
[2] COc1ccccc1N1CCN(Cc2cc(=O)n3ccsc3n2)CC1
 : -1 | 4 | -7 | -5 | 0 | 1 | 18 | 1 | -1.5
[3] Cc1ccc(C(=O)N/C(=C\c2cccs2)C(=O)NCc2ccncc2)cc1
 : 12 | -3 | -7 | -23 | 14 | 4 | 5 | 0 | 0.9
[4] CS(=O)(=O)NNC(=O)C1Cc2c(ccc3ccccc23)O1 (stereo not given)
 : 11 | 0 | -3 | 11 | 1 | -18 | 7 | 1 | -0.6
[5] Cn1nnnc1SCC(=O)NC1CCCc2ccccc21 (stereo not given)
 : 21 | 0 | 8 | 12 | 1 | -11 | -4 | -1 | 11
[6] COc1ccc(N2CCN(C(=O)CNS(=O)(=O)c3ccc(C)c(C)c3)CC2)cc1
 : 12 | 7 | -6 | -1 | 4 | 0 | 0 | -2 | -3.6
[7] COC(=O)COc1ccc(S(=O)(=O)N2CCN(c3ccccc3F)CC2)cc1C
 : -13 | -6 | -10 | 37 | 11 | -1 | 2 | 0 | 2.5
[8] CCCNC(=O)C1(C)CCCN(Cc2ccc(C(=O)OCC)o2)C1 (stereo not given)
 : 24 | 3 | -3 | nt | 1 | -5 | 9 | -2 | nt
[9] CCNC(=S)NNC(=O)c1cc(-c2ccccc2C)nc2ccccc12
 : 11 | -5 | 8 | 2 | nt | nt | 12 | 2 | 0.5
[10] Cc1onc(-c2ccccc2Cl)c1C(=O)NNC(=O)c1nn(C)cc1Cl
 : 13 | -8 | -16 | 13 | 5 | 6 | 13 | -4 | -2.4
[11] CCOC(=O)c1ccc(NC(=O)CCc2c(C)nc3ncnn3c2C)cc1
 : -4 | 3 | -6 | -39 | 5 | 2 | -5 | 0 | 36
[12] CCOC(=O)Cc1csc(NC(=O)c2ccc(C)o2)n1
 : 11 | -11 | 5 | 15 | 1 | 0 | 3 | -2 | -2.5
[13] CCN(CC(=O)NC(C)C)C(=O)Cc1ccc(C)c(C)c1
 : 13 | 1 | 7 | 5 | 0 | 3 | 1 | -3 | 0.7
[14] O=C(NCc1ccccc1)C1CC(=O)N(C2CCCCC2)C1 (stereo not given)
 : -10 | 2 | -1 | 23 | 1 | -22 | 2 | -4 | 2.2
[15] CCOC(=O)C1CCN(C(=O)Cn2nc(C)n3nc(-c4ccc(CC)cc4)cc3c2=O)CC1
 : -7 | 4 | 2 | 1 | 0 | -4 | 1 | -2 | -0.1
[16] COC(=O)COc1ccc2c(c1)O/C(=C\c1ccco1)C2=O
 : 3 | 9 | -10 | -2 | 0 | -16 | 11 | -2 | 2.2
[17] C/C(Cc1ccccc1)=N\NC(=O)CNC(=O)c1cccc(F)c1
 : 16 | 7 | -5 | 8 | 11 | -22 | 2 | -1 | -0.3
[18] CCOC(=O)CNC(=S)N(Cc1ccccc1)Cc1cccs1
 : 13 | 4 | 6 | -8 | 0 | -14 | 9 | -7 | -1.6
[19] Cc1ccc(C)c(NC(=O)CSc2n[nH]c(-c3ccccn3)n2)c1
 : 12 | 1 | 5 | 7 | -2 | -2 | 0 | -3 | 2.0
[20] CCOc1ccc(S(=O)(=O)Nc2ccc(C(=O)N3CCC3)cc2)cc1
 : -16 | 0 | 4 | 0 | 2 | 5 | -5 | -1 | 0.2
[21] COc1cccc(CCc2nnc(CCC(=O)NCCc3cccc(C)n3)o2)c1
 : -10 | -7 | 16 | 14 | 2 | 0 | 2 | -1 | 0.5
[22] CCN(CC(=O)NCc1cccs1)C(=O)CCCOc1ccccc1
 : 9 | -2 | 13 | 2 | 1 | 0 | -1 | -4 | -0.7
[23] Cc1cccc(C)c1-n1nnnc1C1(C)CCC(=O)N1C1CC1 (stereo not given)
 : 6 | -4 | -9 | nt | 0 | 7 | 5 | 2 | nt
[24] COc1ccc(CNC(=O)C2CCCN2C(=O)NC2CCCCC2)cc1 (stereo not given)
 : 0 | -4 | -1 | -9 | 15 | 5 | 10 | 1 | -0.5
[25] COc1ccc2nc3ccccc3[n+]([O-])c2c1
 : 23 | -16 | 16 | 7 | 3 | -11 | -2 | 7 | 58*
[26] N#CCCN(Cc1cccnc1)C(=O)Nc1cccc(Cl)c1
 : 15 | 4 | -9 | -1 | 3 | -11 | 9 | -3 | 0.4
[27] O=C(NCCCN1CCOCC1)c1cc(C(=O)C2CC2)c[nH]1
 : 16 | 2 | -3 | -20 | 4 | 3 | 4 | 0 | -0.6
[28] C=CCn1c(CNS(=O)(=O)c2ccc(F)cc2)n[nH]c1=S
 : -10 | -4 | 19 | -10 | 2 | -19 | -5 | -3 | 1.5
[29] COc1ccc(NC(=O)CC2SC(=Nc3ccccc3)NC2=O)c(OC)c1 (stereo not given)
 : -12 | -9 | -3 | 10 | 0 | -29 | 7 | 2 | -3.0
[30] Nc1nc(NC(=O)Cc2ccccc2)nn1-c1ccccc1
 : 22 | -6 | 2 | -4 | 6 | -1 | 8 | -4 | 0.5

The list goes on; it opens with the two that closed the last part.
Every second line gives: CHO-K1 Ca PAM | M5 PAM | CHRM5 antagonist | CRFR2-BP antag | TAAR1 ag | TAAR1 antag | M4 PAM | CHRM5 agonist | CRFBP-R2 agonist
[29] COc1ccc(NC(=O)CC2SC(=Nc3ccccc3)NC2=O)c(OC)c1 (stereo not given)
 : -12 | -9 | -3 | 10 | 0 | -29 | 7 | 2 | -3.0
[30] Nc1nc(NC(=O)Cc2ccccc2)nn1-c1ccccc1
 : 22 | -6 | 2 | -4 | 6 | -1 | 8 | -4 | 0.5
[31] CCOc1ccc(OCC)c(NC(=O)CSCCc2ccccn2)c1
 : 12 | 9 | 11 | 6 | 1 | -9 | 15 | -2 | -0.1
[32] CCCCCN(C(=O)CCC(=O)OCCOc1ccccc1Cl)c1c(N)n(CCCC)c(=O)[nH]c1=O
 : 8 | 2 | -5 | -13 | 3 | -12 | 15 | -3 | 3.0
[33] CCCCc1nc(SCC(=O)N2CCCC2)c2c(=O)n(C)c(=O)n(C)c2n1
 : -6 | -2 | 17 | 15 | 1 | -4 | 8 | -3 | -1.2
[34] COc1ccc(CN(C)C[C@@H]2OCc3cnnn3CCCC(=O)N([C@@H](C)CO)C[C@H]2C)cc1
 : 6 | -1 | 1 | -8 | 1 | -8 | 0 | 0 | -1.5
[35] Cc1ccc(CNC(=O)Cn2cccc2C(=O)c2ccccc2)cc1
 : 4 | -4 | -6 | -9 | 7 | -8 | 8 | -8 | -0.6
[36] CSc1nc2cc(S(=O)(=O)N3CCCCC3)ccc2s1
 : -4 | -5 | 2 | -5 | 0 | 7 | -13 | 1 | 0.5
[37] COc1ccc(C)cc1NC(=O)CN1CCN(CC(=O)Nc2ccccc2F)CC1
 : -8 | 3 | -3 | 25 | 5 | 1 | 3 | -1 | -4.1
[38] Cc1nn(Cc2ccc(Cl)cc2)c(C)c1NC(=O)c1c(-c2ccccc2)noc1C
 : 14 | -4 | 5 | -11 | 8 | 8 | -3 | -1 | -0.7
[39] CN(Cc1cccc2cnccc12)C(=O)c1cc(COc2ccc(F)cc2Cl)on1
 : 1 | -7 | 12 | 3 | 6 | 25 | -12 | -2 | 2.8
[40] Cc1cccc(NS(=O)(=O)c2ccc3c(c2)NC(=O)CC(=O)N3)c1
 : 7 | -1 | -3 | 7 | 7 | 5 | -1 | -2 | -0.1
[41] Cc1ccc(-c2nc3sc4c(c3c(=O)n2N)CCCC4)cc1
 : -6 | 10 | 1 | -36 | 16 | 17 | 38* | 1 | -1.1
[42] CCNS(=O)(=O)c1ccc(NC(=S)NCc2ccco2)cc1
 : 5 | -6 | 14 | 10 | 4 | 20 | 4 | -2 | -1.1
[43] CC(C)CC(NC=C1C(=O)OC(C)(C)OC1=O)C(=O)O (stereo not given)
 : -13 | 0 | -3 | 1 | 2 | -6 | 21* | -5 | 1.4
[44] O=C(COC(=O)/C=C/c1ccc(Cl)cc1)NCc1cccs1
 : 22 | -3 | 20 | 13 | 3 | 3 | -4 | 2 | -1.1
[45] O=C(c1ccc2n[nH]nc2c1)N1CCN(c2ccc(C(F)(F)F)cn2)CC1
 : 5 | -7 | 14 | -2 | 2 | -7 | 5 | 2 | -0.2
[46] CC(C)(C)c1ccc(OCCC(=O)NCC(c2cccs2)N2CCOCC2)cc1 (stereo not given)
 : 4 | 5 | 1 | -11 | 2 | 16 | -2 | 5 | 0.3
[47] CN(C)c1ccc(CNc2nc3ccccc3n2C)cc1
 : 11 | -4 | 2 | -8 | 0 | 2 | -5 | -1 | -1.2
[48] O=C(O)c1ccc(N2C(=O)/C(=C/C=C/c3ccccc3)SC2=S)cc1
 : 2 | -4 | -1 | 22 | 2 | 5 | -1 | 0 | -2.6
[49] C=CCc1c(C)nc2c(C)cccc2c1SC(=N)N
 : 21 | 13 | -2 | -5 | 3 | -14 | 1 | 0 | -1.1
[50] Cc1oc(-c2cccc(Cl)c2)nc1CN1CCC(C(=O)N2CCN(c3ccccc3F)CC2)CC1
 : 27 | -5 | 6 | -41 | 13 | -1 | -10 | 6 | 0.8
[51] Cc1ccc(N2C(=O)CSC2c2cccnc2)c(Cl)c1 (stereo not given)
 : -2 | -3 | 0 | 7 | 0 | -9 | -14 | -12 | -2.0
[52] CCc1ccc(NC(=O)CCC(=O)c2ccccc2)cc1
 : -7 | -9 | 19 | 4 | -1 | -9 | -8 | -1 | -2.6
[53] Cc1c(NC(=S)NC(=O)c2cc3ccccc3o2)c(=O)n(-c2ccccc2)n1C
 : 4 | 2 | -7 | 6 | -1 | -2 | 3 | -3 | -0.1
[54] O=C(c1ccc(Cl)cc1)C1CCN(C(=O)c2ccccc2F)CC1
 : 16 | 7 | -1 | 7 | 2 | -3 | 2 | 4 | 1.1
[55] Cc1nc2scc(C)n2c(=O)c1S(=O)(=O)NCc1ccccc1
 : 18 | 0 | -12 | -2 | 1 | -3 | 8 | -3 | 1.2
[56] CCCC1CCC(=NNS(=O)(=O)c2ccc(C)c([N+](=O)[O-])c2)CC1 (stereo not given)
 : 13 | 5 | -8 | -26 | 0 | -30 | 3 | -2 | -0.6
